KAT2A inh = qHTS Assay for Inhibitors of GCN5L2; Histone acetyltransferase KAT2A (Homo sapiens), Q92830; GCN5L2 HAT assay, ThioGlo1 CoA-SH fluorescence; Potency, µM (doses to about 58.9 µM), for inactives: at the highest dose activity change, negative = inhibition, actives largely listed as inhibitors; hit rate 0.21% among 390,000
Target sequence (Q92830 whole entry, looked up): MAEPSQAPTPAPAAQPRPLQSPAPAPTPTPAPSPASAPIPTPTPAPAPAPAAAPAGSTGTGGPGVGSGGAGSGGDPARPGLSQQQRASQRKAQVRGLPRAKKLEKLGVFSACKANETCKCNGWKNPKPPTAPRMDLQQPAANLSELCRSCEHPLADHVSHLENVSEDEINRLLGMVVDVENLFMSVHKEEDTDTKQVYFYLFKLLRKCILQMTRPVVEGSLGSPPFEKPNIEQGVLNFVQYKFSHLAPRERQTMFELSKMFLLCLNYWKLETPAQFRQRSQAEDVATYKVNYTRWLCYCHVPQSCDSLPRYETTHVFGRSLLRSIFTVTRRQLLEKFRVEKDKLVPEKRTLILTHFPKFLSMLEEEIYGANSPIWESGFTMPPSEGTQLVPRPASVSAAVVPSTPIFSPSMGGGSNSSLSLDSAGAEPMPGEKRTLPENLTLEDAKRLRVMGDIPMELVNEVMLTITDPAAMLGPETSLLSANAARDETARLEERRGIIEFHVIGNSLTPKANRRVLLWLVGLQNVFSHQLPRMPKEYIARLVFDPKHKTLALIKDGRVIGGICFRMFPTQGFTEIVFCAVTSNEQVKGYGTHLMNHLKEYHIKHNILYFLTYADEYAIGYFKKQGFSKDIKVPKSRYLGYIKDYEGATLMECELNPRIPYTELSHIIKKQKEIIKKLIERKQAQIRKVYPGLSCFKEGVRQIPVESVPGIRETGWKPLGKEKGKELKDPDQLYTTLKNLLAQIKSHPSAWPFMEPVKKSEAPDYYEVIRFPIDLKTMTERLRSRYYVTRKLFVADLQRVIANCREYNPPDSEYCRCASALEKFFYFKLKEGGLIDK
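GCN5L2 (20 nM) in 50mM HEPES pH 7.5, 0.1mM EDTA, 0.01% Tween-20 preincubated 15 min with compounds at room temperature. Reaction started with H3(1-25) 75uM, acetyl-CoA 70uM, ThioGlo1 50uM; CoA-thiol fluorescence (Ex340/Em540) read at 0 and 20 min.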
TDP1 cell CPT = qHTS for Inhibitors of human tyrosyl-DNA phosphodiesterase 1 (TDP1): qHTS in cells in presence of CPT | chicken DT40 Tdp1-/-;hTDP1 cells + 20 nM CPT, ATP luminescence, 48 h | Potency, µM (doses to about 46.2 µM), inactives show at the highest dose activity change, negative = growth inhibition, actives largely listed as inhibitors | hit rate 12% among 420,000 | AID 686979, 2013; also: nearly all actives have a fitted effect of over 55% in size
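Chicken DT40 Tdp1-/- cells stably complemented with human TDP1 were seeded at 400 cells/well in medium containing 20 nM camptothecin, exposed to pin-transferred compounds, and grown at 37 °C for at least 48 hr. Viability was read as ATP luminescence.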
DT40 TDP1 no CPT = qHTS for Inhibitors of human tyrosyl-DNA phosphodiesterase 1 (TDP1): qHTS in cells in absence of CPT. DT40 Tdp1-/- hTDP1 cells, no CPT, ATP luminescence, 48 h. Potency, µM (top dose mostly 46.2 µM), without a hit: at the highest dose activity change, negative = growth inhibition, actives largely listed as inhibitors. hit rate 15% among 420,000. AID 686978, 2013; also: nearly all actives have a fitted effect of over 55% in size
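Compound effects on proliferation are scored in DT40 Tdp1-/-;hTDP1 cells in the absence of CPT. ATP levels (CellTiter-Glo luminescence) are recorded after a ≥48 hr, 37 °C incubation.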
* marks the source's active call; other numbers are inactive results; ? = inconclusive; · = not tested or not shown; & = joins results of further samples; [ ] = remark or other dose. Calls follow the shape of the dose curve; as a rule, active = well fitted curve in the direction sought with a large enough effect; inconclusive = small, poorly fitted or top-dose-only effect, or another doubt; inactive = no such curve, though single readings can be large; an effect the other way counts as inactive or inconclusive. % is scaled to controls: 0 for no effect and ±100 for the full control effect; potency is read from the fitted curve at half-maximal effect. Not all compounds are listed; the hit share may differ from the screen's.

Order of values – DT40 TDP1 no CPT, TDP1 cell CPT, KAT2A inh
> COc1ccc(CN2C(=O)c3cccnc3C2=O)cc1S(=O)(=O)NCc1ccco1
    -13%, 1%, -6%
> CCn1cc(/C=C(/C#N)S(=O)(=O)c2ccccc2)cn1
    2%, -15%, -11%
> CC1(c2ccccc2Cl)NC(=O)N(CC(=O)Nc2ccc(N3CCOCC3)cc2)C1=O (centres undefined)
    12%, 13%, -1%
> O=C(COC(=O)c1ccc(O)cc1)Nc1ccc2c(c1)OCCO2
    3.3µM*, 10µM*, 2%
> CC(NC(=O)c1ccc(S(=O)(=O)Nc2ccccc2)cc1)c1ccc(S(N)(=O)=O)cc1 (centres undefined)
    4%, -1%, -6%
> O=C(COC(=O)c1cc(S(=O)(=O)N2CCOCC2)ccc1Cl)NC1CCCCC1
    ?, 1%, ·
> COc1ccc(S(=O)(=O)NC2CC3CCC2C3)cc1Br (centres undefined)
    -27%, -4%, -6%
> O=C(O)c1ccc(N=Cc2c(O)ccc3ccccc23)cc1
    -21%, 0%, -15%
> O=C(Nc1ccccc1)N1CC[C@@]2(CCCN(C(=O)c3cnccn3)C2)C1
    -4%, -7%, -3%
> CC(C)c1ccccc1NC(=O)COC(=O)C1(C)CC1(Cl)Cl (centres undefined)
    10%, 0%, -5%
> O=C(COc1ccccc1)Nc1ccccc1Cl
    -10%, -11%, -12%
> COc1ccc(NC(=O)c2sc(SC)nc2N)cc1
    -2%, -21%, -9%
> S=c1[nH]nc(-c2ccco2)n1/N=C/C=C/c1ccccc1
    ?, 5%, -8%
> CCOc1ccc(-n2c(C)c(C(C)=O)c3cc(OC(C)=O)ccc32)cc1
    ?, ?, -1%
> O=C(COC(=O)C1CC2C=CC1C2)NCc1ccc(F)cc1 (centres undefined)
    -12%, -1%, -3%
> O=C1C(Cl)=C(N2CCCCCC2)C(=O)N1c1ccc(Cl)cc1
    ?, -7%, -19%
> Cc1nnc(NC(=O)CSc2nccn2Cc2ccccc2)s1
    ?, -11%&-20%, -16%&-7%
> COCCNC(=O)CSc1ccccc1C(=O)NC1CCSc2ccccc21 (centres undefined)
    -16%, -10%, -1%
> COc1ccc(Cl)cc1NS(=O)(=O)c1ccc(OC)c(OC)c1
    -5%, -5%, 1%
> O=C1CC(NN2CCCCC2)C(=O)N1c1ccccc1 (centres undefined)
    2%, 7%, -2%
> O=C(CCN1C(=O)c2ccccc2C1=O)Nc1ccc(-c2nc3ccccc3o2)cc1
    -12%, -19%, -25%
> COc1ccc(C(=O)NC(C)Cn2nc(C)cc2C)cc1OC1CCN(C(C)=O)CC1 (centres undefined)
    0%, -2%, -22%
> CC(C)C(=O)Nc1cccc(NC(=O)c2cccnc2)c1
    -1%, 5%, -1%
> COc1cccc(C(=O)c2ccccc2C(=O)O)c1
    9%, -4%, ·
> Cc1ccc(S(=O)(=O)N2CCN(S(=O)(=O)N3CCC(C)CC3)CC2)cc1C
    -17%, -6%, -1%
> Cc1ccc(CNC(=O)CCc2nnc3ccc(NCCCN4CCCC4=O)nn23)cc1
    4%, 0%, -3%
> Cc1csc2ncc(C(=O)Nc3ccccc3F)c(=O)n12
    ?, -21%, -13%
> O=c1c2oc3ccccc3c2ncn1Cc1ccc(Br)cc1
    -17%, -8%, -5%
> N#Cc1c2c(c(NCCOCCO)n3c1nc1ccccc13)CCCC2
    -29%, 5%, -6%
> COCCCNC(=O)[C@@H](Cc1ccccc1)NC(=O)CC[C@H]1O[C@@H](n2ccc(=O)[nH]c2=O)[C@H](O)[C@@H]1O
    0%, 18%, ·
> O=C(NCCCOc1cccc(CN2CCCCC2)c1)c1ccc(Cl)c(Cl)c1
    13µM*, 18µM*, -1%
> CS(=O)(=O)NCc1nnc(SCc2ccccc2C(F)(F)F)o1
    0%, 13%, -3%
> Cc1oc(-c2ccc(C(=O)NCCN(C)C)cc2)nc1CS(=O)(=O)c1ccccc1
    -22%, 2%, -7%
> Cc1ccccc1CN1C(=O)CN(S(C)(=O)=O)CC1(C)C(=O)Nc1c(C)cccc1C (centres undefined)
    6%, -3%, ·
> O=C(NCc1cccs1)c1cc2c(s1)CCCC2
    -18%, -6%, -15%
> CCS(=O)(=O)NC(=O)C1(C)CCN1C(=O)Cc1ccc(Cl)cc1Cl (centres undefined)
    -5%, 13%, ·
> O=[N+]([O-])c1cc(C(F)(F)F)ccc1NCCCCNS(=O)(=O)c1ccc(Cl)cc1
    15µM*, 13µM*, -12%
> Cc1cccc(N(CC(=O)NC(C)(C)C)C(=O)CS(=O)CC(=O)Nc2ccc3c(c2)OCO3)c1 (centres undefined)
    -3%, 7%, -6%
> CCOC(=O)c1ccc(N2C(=O)CC(NNC(=O)c3ccc(Br)s3)C2=O)cc1 (centres undefined)
    0%, 18%, -6%
> O=S1(=O)CC(O)C(Nc2ccccc2)C1 (centres undefined)
    2%, -26%, ·
> CCS(=O)(=O)Nc1ccc(Cc2ccncc2)cc1
    -27%, -18%, -1%
> CCc1ccc2oc(-c3cc(N)ccc3O)nc2c1
    ?, ?, -1%
> O/N=C(/c1ccccc1)c1cc2cc(Br)cc(Br)c2o1
    ?, -18%, -11%
> COc1ccc(CC(=O)Nc2ccc3c(c2)C(=O)N(CCC(=O)O)C3=O)cc1
    2%, 14%, 2%
> COCCNC(=O)C1(C)CCCN(C(=O)c2ccc3c(c2)CCO3)C1 (centres undefined)
    -14%, -3%, ·
> COc1ccc(NC(=O)Nc2nnc(-c3ccccc3SCc3ccccc3)s2)cc1
    6.5µM*, 18µM*, -6%[0.501 µM]
> COc1cccc(NC(=O)Cc2csc(COc3cccc(C)c3)n2)c1
    ?, ?, -16%
> Cc1ccc(-c2cc(C(=O)Oc3ccc(C#N)cc3)no2)cc1C
    ?, -15%, -11%
> CCn1c(CNC(=O)c2ccccc2F)cc2cc(C)ccc21
    -18%, 0%, -10%
> O=C(COc1ccccc1F)OCc1cc(=O)n2nc(-c3cccs3)sc2n1
    -2%, -12%, 2%
> COc1cccc(-c2nc(NCc3cccnc3)c3ccccc3n2)c1O
    -21%, 2%, -2%
> O=C(NCCCN1CCCCCC1)C1CCCN(S(=O)(=O)c2cccc3nsnc23)C1 (centres undefined)
    21%, 1%, -1%
> N#CCC(=O)NNC(=S)NC(=O)C(c1ccccc1)c1ccccc1
    -11%, -2%, 1%
> COCCOC(=O)C1=C(C)NC(=O)NC1c1ccco1 (centres undefined)
    0%, -9%, 2%
> CCOC(=O)c1cc[nH]c1C
    16%, -3%, -4%
> CCCS(=O)(=O)NCCc1csc(-c2ccc(OC)c(OC)c2)n1
    ?, ?, -2%
> Cc1cc(C)cc(NC(=O)NC2CCN(CC(=O)Nc3cccc(Cl)c3C)CC2)c1
    ?, -18%, -7%
> CCOc1ccc(C(=O)CSc2nnc3cc(C)c4ccccc4n23)cc1
    -21%, 6%, 0%
> CCN1CCN(Cc2c(O)ccc3c2O/C(=C\C=C\c2ccccc2)C3=O)CC1
    12µM*, 26µM*, -14%
> Cc1ccccc1C(=O)NCC(=O)c1ccccc1
    -9%, 2%, ·

Continued.
Order of values – DT40 TDP1 no CPT, TDP1 cell CPT, KAT2A inh
> Nc1ccn(C2OC(CCl)C(O)C2O)c(=O)n1 (centres undefined)
    3.7µM*, 2.6µM*, ·
> CC(C)C[C@@H](CNCC(=O)[C@H](Cc1ccccc1)NC(=O)c1[nH]cnc1C(=O)N[C@H](CN)CC(C)C)NC(=O)c1nc[nH]c1C(=O)N[C@@H](CC(=O)O)C(=O)O
    -7%, 0%, ·
> Cc1c(C(=O)NNC(=S)Nc2ccc(S(N)(=O)=O)cc2)oc2ccccc12
    5%, -6%, -2%
> COC(=O)c1cc(NS(=O)(=O)c2ccc(C(C)C)cc2)ccc1N1CCOCC1
    ?, ?, -8%
> O=C(COC(=O)c1ccc(NS(=O)(=O)c2ccc3c(c2)OCCO3)cc1)NCC1CCCO1 (centres undefined)
    -10%, -14%, -8%
> CCn1nnnc1-c1ccc(OC)c(S(=O)(=O)Nc2ccc(C(=O)OC)cc2)c1
    2%, -19%, 0%
> CC1CCCC(C)N1/N=C/c1ccc(C(=O)O)cc1 (centres undefined)
    ?, -5%, 0%
> O=C(NNC(=O)c1ccc(Cl)s1)c1csc(N2CCOCC2)n1
    4%, 14%, -1%
> O=C(COc1ccccc1/C=C\c1[nH]c(=O)[nH]c(=O)c1[N+](=O)[O-])Nc1ccccc1
    -12%, -4%, -11%
> CCOc1ccc(NS(=O)(=O)c2ccc(C(=O)NCC(c3ccc(OC)cc3)N3CCCC3)cc2)cc1 (centres undefined)
    13µM*, ?, -6%
> Cc1[nH]c(=O)[nH]c(=O)c1/C=N/NC(=O)CCNC(=O)OC(C)(C)C
    22%, -1%, -11%
> Cc1nnc2c(NCC(C)c3ccccc3)nc3ccccc3n12 (centres undefined)
    -17%, ?, -2%
> Cc1cn(C(=O)c2ccccc2)c(=S)n1-c1ccc(Br)cc1
    ?, -5%, 0%
> Cc1ccc(NS(=O)(=O)c2c(C)[nH]c(C)c2C(=O)N2CCCCC2)cc1Cl
    -18%, ?, -6%
> CNCc1c(C)nn(-c2ccccc2)c1C
    0%, 6%, 2%
> COc1ccc(N2CCN(C(=O)c3ccccc3NC(=O)C3=C(C)OCCS3)CC2)cc1
    -30%, ?, -5%
> COc1ccc(CNC(=S)N/N=C/c2ccc(OC)c(OC)c2)cc1
    2%, 3%, -21%
> COc1cc(OC)cc(-n2nnnc2SCC(=O)NCc2ccc3c(c2)OCO3)c1
    -11%, -25%, 5%
> COc1ccccc1C(CNC(=O)c1ccco1)N1CCCC1 (centres undefined)
    4%, 5%, 0%
> COc1ccc(Nc2nc(-c3ccccc3)nc3ccccc23)cc1
    ?, ?, -14%
> C#CCOCCOCCOCCNc1nc(N2CCN(C(=O)[C@H](C(C)C)n3cc(CCO)nn3)CC2)nc(N2CCN(C(=O)[C@H]([C@@H](C)CC)n3cc(CCC(=O)O)nn3)CC2)n1
    -1%, -2%, ·
> COc1ccc2[nH]c(C)c(C(=O)CN(C)C)c2c1
    ?, ?, 0%
> Cc1ccc(NC(=O)CC(=O)c2ccccc2)cc1C
    ?, ?, -7%
> CCN1C(=O)/C(=C/c2cnn(CC)c2C)SC1=S
    ?, -22%, 0%
> CCOC(=O)c1ccc2c(c1)nc(C)n2CC
    ?, -28%, ·
> C=CCSc1nnc(CNC(=O)c2ccccc2C)n1C(C)C
    20%, ?, -8%
> COc1ccc(NS(=O)(=O)c2ccc(-n3nnc4ccccc43)c([N+](=O)[O-])c2)cc1
    ?, -26%, -1%
> CCN(c1ncnc2c1cnn2-c1cc(Cl)ccc1C)C1CCCCC1
    15µM*, 15µM*, 3%
> CS(=O)(=O)N1CCC(Oc2ccccc2C(=O)NCCCc2cccnc2)CC1
    -26%, -27%, -1%
> Cc1cc(C)c2c(-n3cccc3)c(C(=O)NNS(=O)(=O)c3ccc(F)cc3)sc2n1
    3%, -15%, -3%
> O=C(N/N=C/c1ccc(N2CCOCC2)s1)c1ccc(NS(=O)(=O)c2cccs2)cc1
    ?, -23%, -8%
> CCOC(=O)C1CCCN(C(=O)C2CCN(S(=O)(=O)CC)CC2)C1 (centres undefined)
    -5%, 2%, -8%
> CN(C)c1ccc(C2N(c3ccc(Cl)cc3)C(=O)C3CCCN32)cc1 (centres undefined)
    -12%, -4%, -15%
> O=C(c1ccc(-c2ccccc2)cc1)N1CCN(c2ccccc2F)CC1
    1%, -11%, -14%
> COc1ccc2c3c(cccc13)C(=O)N(O)C2=O
    2.1µM*, 2.3µM*, -6%
> O=C(N/N=C/c1ccccc1Cl)c1[nH]c2ccc(Br)cc2c1-c1ccccc1
    0.65µM*, 1.3µM*, -10%
> Clc1ccc2nc(-c3ccc(Br)o3)c(Nc3ccc4c(c3)OCCO4)n2c1
    ?, 21µM*, 2%
> Fc1cccc(Cl)c1Cn1ncc2ccccc21
    20%, -3%, 0%

Quoted at random: five compounds from above, in no set order.
Order of values – DT40 TDP1 no CPT, TDP1 cell CPT, KAT2A inh
> COc1ccc(Cl)cc1NS(=O)(=O)c1ccc(OC)c(OC)c1
    -5%, -5%, 1%
> CN(C)c1ccc(C2N(c3ccc(Cl)cc3)C(=O)C3CCCN32)cc1 (centres undefined)
    -12%, -4%, -15%
> CCCS(=O)(=O)NCCc1csc(-c2ccc(OC)c(OC)c2)n1
    ?, ?, -2%
> CS(=O)(=O)N1CCC(Oc2ccccc2C(=O)NCCCc2cccnc2)CC1
    -26%, -27%, -1%
> CC(C)C(=O)Nc1cccc(NC(=O)c2cccnc2)c1
    -1%, 5%, -1%

High-throughput results: PubChem BioAssay, National Center for Advancing Translational Sciences (NCATS)
